eIF2B yeast act – GCN4-lacZ reporter reduction in eIF2B-epsilon mutant yeast, primary screen, S. cerevisiae, eIF2B-epsilon R284H, Beta-Glo luminescence; inhibition, % at 25 µM (by protocol); AID 688, 2007; actives 0.91% (n = 27,000);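 active = mutant luminescence inhibited past about 50% while wild type luminescence and mutant growth stay under set limits, limit read from the data; inconclusive = mutant versus wild type luminescence inhibition gap past a set limit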; also: some compounds called inactive have numbers as strong as hits
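System: Yeast eIF2B-epsilon R284H mutant carrying GCN4–beta-galactosidase fusion | Read-out basis: Percent inhibition, luminescence and growth | Compound: 25 µM single dose | Times: 16 h at 30 °C exposure | Measured by: Luminescence and A595 | Buffer or medium: YPD medium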
Yeast tox – yeast growth toxicity, wild-type and mutant, primary screen, cytotoxicity control for eIF2B function restoration project, wild-type and eIF2Bepsilon R284H mutant, A595; S. cerevisiae wild-type growth, A595 turbidity, 16 h; actives 0.3% (n = 30,000); growth inhibition, % at 25 µM (by protocol);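 active = mutant and wild-type yeast strains alike exhibit over 30% growth inhibition; inconclusive = a strain exceeds 50% while the second remains under 30%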;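 also: 0% = untreated cell controls and 100% = YPD media blanks without cells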
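Incubation: 16 h growth with compound, 30 °C; Material: S. cerevisiae wild-type or eIF2Bepsilon-R284H mutant strain; Signal: turbidity measured as absorbance at 595 nm; Medium: YPD yeast growth medium; Measure: growth inhibition (%) versus cell controls and blanks; Doses: 25 µM single dose.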
Yeast tox inhibition % – second read-out of Yeast tox, no call of its own (marks repeat the call); growth inhibition, %; S. cerevisiae eIF2Bepsilon-R284H mutant growth, A595 turbidity, 16 h;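 each compound tested once at 25 µM; 0% equals untreated cells and 100% equals cell-free medium blanks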
eIF2B yeast act mutant toxicity – second read-out of eIF2B yeast act, no call of its own (marks repeat the call); growth inhibition, %; measured here: mutant yeast growth, toxicity;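 each compound tested once at 25 µM; zero equals untreated control growth and 100 equals blank medium absorbance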
Starred values were filed as active, the others as inactive; ? = inconclusive; · = not tested or not shown. These rows are one share of the data; rates above refer to the full screens.

#	smiles	Yeast tox inhibition %	Yeast tox	eIF2B yeast act	eIF2B yeast act mutant toxicity
1	CC(/C=C/c1ccccc1)=N\NC(=O)C1CC1(C)c1ccccc1 (centres undefined)	3.6	46.3	1.8	3.6
2	COc1cccc(-c2nnc(N(C)C(=O)c3ccno3)s2)c1	-31.8	29.4	28.8	-31.8
3	Cc1cc(=O)n(C)c(=O)n1CCCCCCN1CCCC1	8.3	-2.3	18.4	8.3
4	COC(=O)C1=C(N)Oc2c(oc(CO)cc2=O)C1c1ccccc1F (centres undefined)	-22.2	12.4	27.5	-22.2
5	Cn1c(=O)c2c(nc(NCC3CCCO3)n2C)n(C)c1=O (centres undefined)	0.0	19.7	5.4	·
6	CCOC(=O)c1c(N)c(C#N)nn1-c1ccccc1C(=O)OC	9.7	-2.1	1.5	9.7
7	CC(=O)/C=C/c1ccc2ccccc2n1	·	?	67.7	78.6
8	CCOC(=O)CSc1nnc(NCC(=O)OC)c(=O)[nH]1	22.6	15.7	17.8	22.6
9	O=C(CSc1nnc(-c2ccc(Br)cc2)o1)Nc1cccc2ccccc12	6.7	-5.7	31.2	6.7
10	C=CCN(Cc1cccc(OC)c1OC)S(=O)(=O)N(C)C	-50.0	-3.2	31.6	-50.0
11	Cn1ncc(N=Cc2ccccc2)c1C(N)=O	14.3	29.8	20.6	14.3
12	NS(=O)(=O)c1ccc(NC=C2C(=O)OC3(CCCCC3)OC2=O)cc1	5.4	6.1	30.7	5.4
13	COc1cccc(-n2c(SCC(=O)OC(C)C)nnc2-c2cccnc2)c1	·	·	-7.1	·
14	CCCCCCC1CCC(C(=O)NC(CCSC)C(=O)NC(C(=O)OC)C(C)C)CC1 (centres undefined)	-1.2	18.5	·	·
15	CCN(CC)CCCN1C(=O)C(=O)/C(=C(/O)c2ccc3c(c2)CC(C)O3)C1c1ccncc1 (centres undefined)	10.3	0.0	-29.1	10.3

Reprinted, compounds 1 to 6
#	smiles	Yeast tox inhibition %	Yeast tox	eIF2B yeast act	eIF2B yeast act mutant toxicity
1	CC(/C=C/c1ccccc1)=N\NC(=O)C1CC1(C)c1ccccc1 (centres undefined)	3.6	46.3	1.8	3.6
2	COc1cccc(-c2nnc(N(C)C(=O)c3ccno3)s2)c1	-31.8	29.4	28.8	-31.8
3	Cc1cc(=O)n(C)c(=O)n1CCCCCCN1CCCC1	8.3	-2.3	18.4	8.3
4	COC(=O)C1=C(N)Oc2c(oc(CO)cc2=O)C1c1ccccc1F (centres undefined)	-22.2	12.4	27.5	-22.2
5	Cn1c(=O)c2c(nc(NCC3CCCO3)n2C)n(C)c1=O (centres undefined)	0.0	19.7	5.4	·
6	CCOC(=O)c1c(N)c(C#N)nn1-c1ccccc1C(=O)OC	9.7	-2.1	1.5	9.7

Compound profiles, from the list above. Values in the order: Yeast tox inhibition %, Yeast tox, eIF2B yeast act, eIF2B yeast act mutant toxicity
`CC(/C=C/c1ccccc1)=N\NC(=O)C1CC1(C)c1ccccc1` (centres undefined) is listed as 3.6, 46.3, 1.8, 3.6
`COC(=O)C1=C(N)Oc2c(oc(CO)cc2=O)C1c1ccccc1F` (centres undefined) is listed as -22.2, 12.4, 27.5, -22.2

3 structures out of the list, sorted by molar mass, lowest first:
#	smiles	Yeast tox inhibition %	Yeast tox	eIF2B yeast act	eIF2B yeast act mutant toxicity
1	CC(/C=C/c1ccccc1)=N\NC(=O)C1CC1(C)c1ccccc1 (centres undefined)	3.6	46.3	1.8	3.6
4	COC(=O)C1=C(N)Oc2c(oc(CO)cc2=O)C1c1ccccc1F (centres undefined)	-22.2	12.4	27.5	-22.2
15	CCN(CC)CCCN1C(=O)C(=O)/C(=C(/O)c2ccc3c(c2)CC(C)O3)C1c1ccncc1 (centres undefined)	10.3	0.0	-29.1	10.3

Next records.
#	smiles	Yeast tox inhibition %	Yeast tox	eIF2B yeast act	eIF2B yeast act mutant toxicity
16	CCNc1sc(C(=O)c2cccs2)c(N)c1-c1nc2ccccc2s1	-9.4	18.6	4.3	-9.4
17	Cc1cc(OCC(=O)Nn2cnnc2)ccc1Br	8.7	8.9	21.4	8.7
18	O=C(Nc1ccccc1OC(F)F)c1ccc(Br)o1	3.5	9.2	23.7	3.5
19	O=C(CSCc1nc2ccccc2[nH]1)N1CCN(c2ccc(F)cc2)CC1	13.5	7.5	37.1	13.5
20	CN(C)S(=O)(=O)c1cccc(C(=O)Nc2ccccc2Cl)c1	22.6	15.2	17.5	22.6
21	CCOC(=O)N1CCN(S(=O)(=O)c2ccc(C)c(C)c2)CC1	·	·	28.5	·
22	Clc1ccc(COn2nnc3ccccc32)c(Cl)c1	·	·	0.7	·
23	COc1ccccc1-n1c(SCC(=O)NC2CCCC2)nc2cccnc21	-11.1	13.1	15.7	-11.1
24	CNC(=O)COC(=O)c1cc2c(C)nn(-c3ccc(F)cc3)c2s1	0.0	15.7	·	·
25	CCCn1c2c(c(O)c(C(=O)Nc3ncccc3C)c1=O)CCCC2	5.6	8.0	15.3	5.6
26	CS(=O)(=O)N(Cc1ccccc1)c1ccc(C(=O)NCC2CCCO2)cc1 (centres undefined)	-2.6	6.2	·	·
27	Cc1ccc2c(c1)N(CC(=O)N(Cc1ccccn1)Cc1ccco1)C(=O)C(C(C)C)O2 (centres undefined)	17.6	11.3	41.2	17.6
28	CC(C)CC(=O)Nc1ccccc1-c1nnn(CC(=O)N2CCc3ccccc3C2)n1	0.0	18.0	1.9	·
29	Cc1cc2nnc(SCC(=O)N3CCN(c4ccccc4)CC3)n2c(N)n1	-13.6	-3.8	24.8	-13.6
30	Cc1nc(NC(=O)C2CC2)sc1C(=O)N1CCCCC1	14.8	14.6	17.2	14.8
31	CCn1cc(C2=NOC(C(=O)Nc3cc(OC)c(Cl)cc3OC)C2)c(C)n1 (centres undefined)	3.7	19.6	20.2	3.7
32	COC(=O)c1ccc(CSc2nnnn2-c2ccc(C)cc2C)o1	5.9	6.0	-6.4	5.9
33	COc1ccc(OC)c(C(c2nnnn2C2CCCC2)N2CCc3ccccc3C2)c1 (centres undefined)	-6.9	12.3	25.6	-6.9
34	c1nc(N2CCOCC2)c2c3c(sc2n1)CCCC3	3.6	-12.0	9.8	3.6
35	N#Cc1nc(-c2ccco2)oc1NCc1cccnc1	22.2	9.8	25.6	22.2
36	Cc1nc(S(=O)(=O)NC2CCCCC2)c(C#N)c(C)c1Cl	-12.5	-1.1	31.1	-12.5
37	COc1ccc2c(c1)CCc1c(C(=O)Nc3cc(C)n(Cc4ccc(Cl)cc4)n3)noc1-2	-31.8	-25.3	7.1	-31.8
38	COc1ccc(C)cc1NC(=O)CSc1nnc(COc2ccc(Cl)cc2)n1Cc1ccco1	-25.9	-13.0	24.6	-25.9
39	O=S(=O)(Nc1cc(Cl)ccc1N1CCCCC1)c1cccs1	0.0	19.1	3.4	·
40	CCOc1ccc(NC(=O)CSc2nnc(Cc3cccn3C)n2-c2ccc(OC)cc2)cc1	-10.3	0.4	33.2	-10.3
41	Cc1ccc(S(=O)(=O)c2c(C)nn(C(C)(C)C)c2OC(=O)c2cccs2)cc1	-42.5	-9.7	-32.9	-42.5
42	COC(=O)c1cccc(N(C(=O)CNC(=O)c2ccco2)C(C(=O)NC2CCCC2)c2ccco2)c1 (centres undefined)	0.0	-16.7	-15.7	·
43	COc1ccc(OC)c(S(=O)(=O)Nc2cc(OC)c(Cl)cc2OC)c1	3.5	23.1	29.0	3.5
44	COCCCNC(=O)CN(Cc1ccc(Cl)cc1)S(C)(=O)=O	3.1	-9.3	8.2	3.1
45	CCOC(=O)N1CCC(NC(=O)CCC(=O)N2CCOc3ccc(C)cc32)CC1	9.1	4.1	5.5	9.1
46	CCOC(=O)N1CCN(S(=O)(=O)c2ccc(OC)c3ccccc23)CC1	-3.3	-3.6	14.1	-3.3
47	CCCNC(=O)NCc1ccc(N2CCCC2=O)cc1	12.5	-2.2	10.8	12.5
48	Cn1c(=O)[nH]c(=O)c2c1nc(CN1CCN(c3ccc(F)cc3)CC1)n2CCc1ccccc1	-23.3	-43.2	13.7	-23.3
49	C#CC[N+]1(CC#Cc2ccc(C#CC[N+]3(CC#C)CCOCC3)cc2)CCOCC1	-10.0	11.9	-17.1	-10.0
50	CCOC(=O)N1CCN(C(=O)c2nc3ccccc3s2)CC1	4.2	10.7	17.3	4.2
51	COc1ccccc1C(c1nnnn1CC1CCCO1)N1CCC(C(N)=O)CC1 (centres undefined)	22.2	4.9	-2.2	22.2
52	COc1ccccc1NC(=O)CN1CCN(c2ccccn2)CC1	-9.1	-5.0	22.2	-9.1
53	Cc1ccc(S(=O)(=O)N2CCC(C(=O)N[C@@H](C)C(=O)Nc3ccc4c(c3)OCO4)CC2)cc1	12.0	7.3	21.9	12.0
54	O=C(CSc1nnc(CCc2nc3ccccc3[nH]2)n1-c1ccccc1)NCc1ccccc1	-10.3	3.1	45.4	-10.3
55	CCOC(=O)/C(C#N)=C\C1=C(N2CCCC2)CC(C)(C)OC1	·	·	-21.0	·
56	COc1ccc(CCNC(=O)CN2C(=O)c3ccccc3C2=O)cc1	-4.3	-16.0	·	·
57	CCn1nnc(-c2ccccc2NS(=O)(=O)c2ccc(S(=O)(=O)N3CCCCCC3)cc2)n1	·	·	20.7	·
58	CCn1nc(C)c(NC(=O)CSc2nnc(-c3ccco3)n2C)c1C	-6.9	3.8	20.9	-6.9
59	CCN(CC)c1ccc(C(=O)OCC(=O)N2CCN(c3ccccc3)CC2)cc1	-25.9	-3.7	10.6	-25.9
60	COc1ccc(S(=O)(=O)Nc2ccc3oc(C)c(C(C)=O)c3c2)cc1	-17.9	-35.5	·	·
61	CN(C)c1cccc(C(=O)OCC(=O)NCC2CCCO2)c1 (centres undefined)	8.1	-5.4	4.9	8.1
62	Cc1ccc(CCNC(=O)c2nnn(-c3cc(C)cc(C)c3)c2N)cc1	14.3	-0.2	13.2	14.3
63	COc1ccc(S(=O)(=O)N2CCC(C(=O)NCc3ccccn3)CC2)cc1Cl	-8.3	-2.6	-9.3	-8.3
64	Cc1cccc(C)c1NC(=O)CSc1nc(-c2ccco2)cc(C(F)(F)F)n1	-11.1	-10.9	16.9	-11.1
65	Cc1cc(=O)oc(C)c1C(=O)OCC(=O)c1ccc(Br)cc1	9.4	12.4	45.0	9.4
66	Cc1ccc(-c2noc(CSc3ccccc3)n2)cc1	16.7	8.3	21.4	16.7
67	O=C(Nc1nnc(SCc2ccc(Cl)cc2)s1)c1ccco1	-1.7	-9.8	-58.0	-1.7
68	CCOC(=O)c1c(NCC(C)C)c2ccccc2[nH]c1=O	5.1	12.8	·	·
69	COCCCNC(=O)c1cccs1	8.9	11.7	·	·
70	CC(C)C(=O)N1CCN(c2ccc(NC(=O)c3ccc4c(c3)OCCO4)cc2Cl)CC1	23.3	12.3	13.8	23.3
71	Cc1ccc(/C(O)=C2/C(=O)C(=O)N(Cc3cccnc3)C2c2ccccn2)cc1 (centres undefined)	-4.5	-17.8	4.3	-4.5
72	COc1ccc(N2CCN(C(=O)CSc3ncccc3-c3nc4ccccc4[nH]3)CC2)cc1	-21.1	11.2	-23.2	-21.1
73	CCOC(=O)C1CCCN(C(=O)Cc2ccc(Cl)cc2)C1 (centres undefined)	8.3	15.0	20.9	8.3
74	O=C(CCSc1ccc(Cl)cc1)N1CCN(c2ncccn2)CC1	4.0	16.2	24.8	4.0
75	CCOC(=O)CSc1cc(=O)n(C)c2cc(Cl)ccc12	18.5	10.0	12.2	18.5

(continued)
#	smiles	Yeast tox inhibition %	Yeast tox	eIF2B yeast act	eIF2B yeast act mutant toxicity
76	Cc1c(/C(O)=C2\C(=O)C(=O)N(CCN(C)C)C2c2cccnc2)cnn1-c1ccccc1 (centres undefined)	-20.4	11.2	23.4	-20.4
77	CCOC(=O)N1CCN(C2CC(=O)N(c3ccc(Oc4ccccc4)cc3)C2=O)CC1 (centres undefined)	6.7	13.8	23.5	6.7
78	CN(CC(=O)Nc1nc2ccccc2s1)S(=O)(=O)c1ccc(Cl)cc1	8.9	13.8	·	·
79	CCO/C(C)=N/n1c2nc3ccccc3nc2c2c(=O)n(Cc3ccccc3Cl)c(C)nc21	0.0	-3.0	10.3	·
80	Cc1ccccc1OCc1nnc(SCC(=O)Nc2ccc3c(c2)OCO3)n1C	-27.3	-13.9	26.3	-27.3
81	NC(=O)Cn1c(=O)n(Cc2ccco2)c(=O)c2c3c(sc21)CCCCC3	-25.0	2.1	43.1	-25.0
82	COc1cc(C2N=C(c3ccccc3)NO2)cc(Br)c1O (centres undefined)	19.2	30.6	-29.5	19.2
